High-throughput results from PubChem.
Exocytosis inh: blocks lytic granule exocytosis | TALL-104 LAMP-1 surface exposure, flow cytometry; cells stimulated with thapsigargin and PMA | inhibition, % at 10 µM | 0.66% of 360,000 active;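 active means inhibition above about 55%, limit read from the data; inconclusive means no clear call, values can overlap the other calls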
PDI inh: PDI (human) enzyme inhibition; P07237; PDI insulin aggregation turbidity, A650, 90 min; inhibition, % at 10 µM; 0.052% of 350,000 active;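 active means mean inhibition across replicates of 30% or more, whatever share of single replicates reach that level; inconclusive means mean inhibition below 30% while every single replicate reaches 30%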;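 further: absorbance from insulin aggregation driven by PDI reduction with DTT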
HTR2A ag: mouse HTR2A agonism via beta-arrestin recruitment; P35363; CHO-K1 mHTR2A beta-arrestin complementation, luminescence; percent of 30 µM serotonin response; activation, % at 7.6 µM; 0.66% of 360,000 active; AID 624169;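 active means activation above a run cutoff, the mean activation of all tested compounds plus 3 SD, cut at about 14% in these data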;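 further: 0% = plate median of compound wells and 100% = 30 µM serotonin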
ABHD5 PLIN5 PPI: blocks binding of human ABHD5 to perilipin-5. Q00G26+Q8WTS1. Split G. princeps luciferase complementation, luminescence, 4 h. inhibition, % at 4 µM. 0.78% of 360,000 active;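 active means inhibition above the mean inhibition across every tested compound plus 3 SD, cut at about 22% in these data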;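 further: 0% = DMSO only wells and the 100% control is not disclosed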
MC4R antag cAMP: blocks human MC4R cAMP signaling; inhibition, % at 6.5 µM; 0.48% of 360,000 active; AID 540295; MC4R-expressing cells, MTII-stimulated cAMP, LANCE TR-FRET;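 active means inhibition above its plate's cutoff, the mean of tested wells on that plate plus 3 SD, cut at about 29% in these data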;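 further: 0% = Melanotan II alone and 100% = Melanotan II plus saturating MCL0020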
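Material: human MC4R-expressing U2OS cells. Probe or stimulus: Melanotan II challenge. Dosing: 6.5 µM single dose. Times: 30-min compound, 1-h challenge, 1-h detection, room temperature. Technique: TR-FRET with Eu-cAMP and labeled anti-cAMP, 671 nm. Replication: singlicate.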
CaV13 ICDI inh: Primary screen for inhibitors of IQ motif and Ca2+-dependent inactivation inhibitor domain binding in CACNA1D, Förster resonance energy transfer in living cells, …; HEK cells, CFP/YFP FRET ICDI-IQ, plate reader, 10 min; percent FRET-ratio fall versus neutral wells; inhibition, % at 12.3 µM; 0.098% of 340,000 active; AID 743397;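 active means mean replicate inhibition of at least 30% and at least 1% of replicates passing that level; inconclusive means only one of the two criteria is met; inactive means neither criterion is met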;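 further: 0% = median of the neutral control wells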
Cardio protect: myocardial damage modulation in H9c2 cells; H9c2 cardiomyocytes, H2O2 injury protection, ATPLite, 2 h; protection from H2O2 cell death, % at 20 µM; 0.63% of 360,000 active;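 active means compounds giving at least 50% protection of heart cells from peroxide-induced death in the single-dose screen, raw or plate-pattern-corrected value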;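 further: 0% = DMSO wells with peroxide and 100% = DMSO wells without peroxide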
MC4R ag barr: human MC4R agonism via beta-arrestin; P32245; U2OS MC4R beta-arrestin complementation, luminescence; percent of melanotan II response, DMSO zero; activation, % at 8.9 µM; 0.98% of 360,000 active; AID 540308;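 active means activation above a per-plate cutoff, the mean activation of sample wells on that plate plus 3 SD, cut at about 8% in these data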
N-glyco inh: blocks N-linked glycosylation in D54 reporter cells | AID 588692 | reporter increase, % at 12.5 µM | D54 ERlucT glycosylation luciferase reporter, 24 h; percent of 100 nM tunicamycin response | 0.23% of 360,000 active;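 active means mean luciferase reporter signal, scaled so untreated is 0 and the glycosylation-blocking control 100, at or above a set limit in every replicate; inconclusive means mean reaches the limit but not every replicate does; inactive means mean below the limit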;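 further: luciferase carries N-glycosylation sites so blocking glycosylation raises the light; 0% = median of neutral control wells and 100% = median of 100 nM tunicamycin wells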
ABCB6 inh 2: inhibitors of human ABC transporter ABCB6; fluorescence ratio to DMSO, % at 10 µM; Q9NP58; 0.19% of 360,000 active; K562-ABCB6 porphyrin accumulation, flow cytometry, 1 h; active compounds read low;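 active means fluorescence ratio to DMSO below 75%, the collection mean minus 3 SD; inconclusive means too few cells collected in the well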;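 further: signal is porphyrin accumulated inside mitochondria; 100% equals median channel fluorescence of DMSO control wells; lower ratio means ABCB6 inhibition with less porphyrin fluorescence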
Target sequence (Q9NP58 whole entry, looked up): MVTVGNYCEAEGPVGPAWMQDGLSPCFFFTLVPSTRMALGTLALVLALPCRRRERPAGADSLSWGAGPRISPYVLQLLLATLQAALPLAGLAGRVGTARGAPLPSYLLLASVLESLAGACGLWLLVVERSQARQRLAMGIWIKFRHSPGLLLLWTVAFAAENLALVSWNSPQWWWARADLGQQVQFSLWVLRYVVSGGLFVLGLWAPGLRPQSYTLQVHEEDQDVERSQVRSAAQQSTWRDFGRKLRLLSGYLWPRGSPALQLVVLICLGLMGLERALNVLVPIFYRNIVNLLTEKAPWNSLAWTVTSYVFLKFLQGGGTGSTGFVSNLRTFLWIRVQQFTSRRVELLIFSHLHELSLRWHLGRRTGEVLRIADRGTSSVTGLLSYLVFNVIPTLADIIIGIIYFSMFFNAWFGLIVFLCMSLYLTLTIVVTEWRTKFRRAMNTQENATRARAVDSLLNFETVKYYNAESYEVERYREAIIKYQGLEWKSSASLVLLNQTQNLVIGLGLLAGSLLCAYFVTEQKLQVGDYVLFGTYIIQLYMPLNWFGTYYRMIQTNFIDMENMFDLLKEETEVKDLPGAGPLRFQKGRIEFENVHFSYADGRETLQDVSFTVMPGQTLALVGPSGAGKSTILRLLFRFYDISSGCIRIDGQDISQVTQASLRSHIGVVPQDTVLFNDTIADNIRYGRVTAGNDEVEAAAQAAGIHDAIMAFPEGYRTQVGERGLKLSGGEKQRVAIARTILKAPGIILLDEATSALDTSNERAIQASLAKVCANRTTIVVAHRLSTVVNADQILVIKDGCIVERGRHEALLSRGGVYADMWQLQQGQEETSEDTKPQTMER
* = called active by the depositor. Outcome played no part in choosing rows; any-hit rate near 4.2%.

What do the screens show for `Cc1ccccc1C=Nc1ccccc1C(N)=O`?
Exocytosis inh: -1.4; PDI inh: -9.3; HTR2A ag: 6.5; ABHD5 PLIN5 PPI: 2.4; MC4R antag cAMP: -11.7; CaV13 ICDI inh: -5.5; Cardio protect: 3.2; MC4R ag barr: -0.3; N-glyco inh: 16.0; ABCB6 inh 2: 102.0

How did O=C(c1cc(Cl)cc(Cl)c1)N1CCOCC1 do in these assays?
Exocytosis inh: -3.0; PDI inh: -3.1; HTR2A ag: -0.9; ABHD5 PLIN5 PPI: -0.2; MC4R antag cAMP: 5.4; CaV13 ICDI inh: -5.1; Cardio protect: 2.7; MC4R ag barr: -2.4; N-glyco inh: 2.6; ABCB6 inh 2: 96.0

How did COc1ccc(C=C2SC(=O)NC2=O)cc1OC do in these assays?
Exocytosis inh: -1.2; PDI inh: -46.5; HTR2A ag: 2.6; ABHD5 PLIN5 PPI: 3.3; MC4R antag cAMP: -2.8; CaV13 ICDI inh: -5.4; Cardio protect: 2.2; MC4R ag barr: -0.2; N-glyco inh: 0.2; ABCB6 inh 2: 96.0

Results for Cc1ccc(C(=O)N2CC3(C(C)C)CN(C(=O)c4ccc(C)cc4)CC(C(C)C)(C2)C3=O)cc1 ?
Exocytosis inh: -3.2; PDI inh: 15.8; HTR2A ag: 1.5; ABHD5 PLIN5 PPI: 0.1; MC4R antag cAMP: 5.9; Cardio protect: 2.3; MC4R ag barr: -1.7; N-glyco inh: -0.4; ABCB6 inh 2: 90.0

How did CCOC(=O)c1ccc(N/C=C2\CCCCC2=O)cc1 do in these assays?
Exocytosis inh: 0.1; PDI inh: -16.0; HTR2A ag: 0.7; ABHD5 PLIN5 PPI: 3.1; MC4R antag cAMP: -2.7; Cardio protect: 4.0; MC4R ag barr: 1.0; N-glyco inh: -0.1; ABCB6 inh 2: 107.0

What do the screens show for `COc1ccc(-n2c(C)nc3cc(C(=O)NCc4ccco4)ccc32)cc1`?
Exocytosis inh: -1.9; PDI inh: 9.7; HTR2A ag: -8.9; ABHD5 PLIN5 PPI: 3.1; MC4R antag cAMP: 1.9; CaV13 ICDI inh: 0.3; Cardio protect: -6.2; MC4R ag barr: -1.0; N-glyco inh: -0.1; ABCB6 inh 2: 93.0

How did Cn1c(=Nc2ccc(N3CCOCC3)cc2)ccc2ccccc21 do in these assays?
Exocytosis inh: 2.0; PDI inh: 0.5; HTR2A ag: 6.5; ABHD5 PLIN5 PPI: 3.7; MC4R antag cAMP: 6.6; Cardio protect: 9.9; MC4R ag barr: -0.2; N-glyco inh: 3.6; ABCB6 inh 2: 97.0

Results for N#Cc1cccc(C(=O)C(=O)N2CCN(c3ccccc3)CC2)c1 ?
Exocytosis inh: 18.7; HTR2A ag: -4.2; ABHD5 PLIN5 PPI: -6.9; CaV13 ICDI inh: -15.7

How did COCCC(=O)N1CCC(Oc2ccc(C(=O)N3CCCC(OC)C3)cc2)CC1 (stereo unspecified) do in these assays?
Exocytosis inh: 3.7; PDI inh: -11.4; HTR2A ag: 2.4; ABHD5 PLIN5 PPI: 10.3; MC4R antag cAMP: 8.7; CaV13 ICDI inh: -6.9; Cardio protect: 2.6; MC4R ag barr: 1.1; N-glyco inh: 2.2; ABCB6 inh 2: 94.0

Results for CCOc1ccc(NS(=O)(=O)c2ccc3[nH]c(=O)cc(C(=O)O)c3c2)cc1 ?
Exocytosis inh: 2.0; PDI inh: 5.5; HTR2A ag: -1.6; ABHD5 PLIN5 PPI: 0.5; MC4R antag cAMP: 13.1; CaV13 ICDI inh: 3.0; Cardio protect: -0.2; MC4R ag barr: -2.2; N-glyco inh: 0.9; ABCB6 inh 2: 86.0

Results for COc1ccc(NC(=O)CCS(=O)(=O)c2ccc(Br)s2)cc1 ?
Exocytosis inh: 5.4; PDI inh: 14.7; HTR2A ag: -2.8; ABHD5 PLIN5 PPI: 2.0; MC4R antag cAMP: -0.8; CaV13 ICDI inh: -2.9; Cardio protect: -1.3; MC4R ag barr: 0.1; N-glyco inh: -1.2; ABCB6 inh 2: 91.0

What do the screens show for `COc1ccc(-n2ncc3c(=O)n(CC(=O)N4c5ccccc5CC4C)cnc32)cc1` (stereo unspecified)?
Exocytosis inh: 5.1; PDI inh: -2.7; HTR2A ag: 1.7; ABHD5 PLIN5 PPI: 12.8; MC4R antag cAMP: 9.4; CaV13 ICDI inh: -4.8; Cardio protect: -5.0; MC4R ag barr: 2.4; N-glyco inh: -1.8; ABCB6 inh 2: 99.0

What do the screens show for `O=C(COc1ccc(F)cc1Br)NCc1ccccn1`?
Exocytosis inh: -3.6; PDI inh: 9.0; HTR2A ag: -1.6; ABHD5 PLIN5 PPI: 1.8; MC4R antag cAMP: 1.2; CaV13 ICDI inh: -6.0; Cardio protect: -0.9; MC4R ag barr: -1.0; N-glyco inh: -1.2; ABCB6 inh 2: 89.0

What do the screens show for `COC(=O)[C@@]12CCCCN1[C@H](c1ccc(-c3cccc(Cl)c3)c(OC)c1)[C@@H]1C(=O)N(C)C(=O)[C@@H]12`?
Exocytosis inh: -0.6; PDI inh: 0.1; HTR2A ag: 1.8; ABHD5 PLIN5 PPI: -11.5; MC4R antag cAMP: 0.2; CaV13 ICDI inh: -10.2; Cardio protect: 0.6; MC4R ag barr: -0.5; N-glyco inh: -3.2; ABCB6 inh 2: 96.0

Results for COc1ccc(CCNC(=O)[C@H](C)NC(=O)[C@@H]2CSC3c4ccccc4C(=O)N32)cc1 (stereo partly specified) ?
Exocytosis inh: 1.5; PDI inh: -8.1; HTR2A ag: 1.3; ABHD5 PLIN5 PPI: 5.4; MC4R antag cAMP: 1.0; CaV13 ICDI inh: -14.8; Cardio protect: -3.7; MC4R ag barr: -0.1; N-glyco inh: -0.6; ABCB6 inh 2: 101.0

How did COc1cc(OC)cc(-c2sc3ccc(OC)cc3c2C#CC2(N)CCCCC2)c1 do in these assays?
Exocytosis inh: 9.4; PDI inh: 1.2; HTR2A ag: -4.5; ABHD5 PLIN5 PPI: 10.6; MC4R antag cAMP: 17.7; CaV13 ICDI inh: -5.4; Cardio protect: -22.7; MC4R ag barr: 21.1*; N-glyco inh: -5.4; ABCB6 inh 2: 87.0

How did CCCN(CC1CC1)C(=S)NC(=O)c1ccccc1Br do in these assays?
Exocytosis inh: -2.1; PDI inh: -3.0; HTR2A ag: 0.0; ABHD5 PLIN5 PPI: -5.3; MC4R antag cAMP: -6.0; CaV13 ICDI inh: -2.4; Cardio protect: -1.4; MC4R ag barr: -1.6; N-glyco inh: 0.0; ABCB6 inh 2: 95.0

How did O=C(CSc1n[nH]c(C2CCCC2)n1)NC1CCCC1 do in these assays?
Exocytosis inh: 1.6; PDI inh: 5.3; HTR2A ag: 9.8; ABHD5 PLIN5 PPI: 0.9; MC4R antag cAMP: -1.4; CaV13 ICDI inh: -4.3; Cardio protect: 2.9; MC4R ag barr: -1.3; N-glyco inh: 1.2; ABCB6 inh 2: 96.0

What do the screens show for `COc1ccccc1CN(C)C(=O)c1cc(S(=O)(=O)N2CCCCCC2)ccc1OC`?
Exocytosis inh: inconclusive; PDI inh: 3.7; HTR2A ag: -5.6; ABHD5 PLIN5 PPI: 1.5; MC4R antag cAMP: 10.4; CaV13 ICDI inh: -8.5; Cardio protect: 10.3; MC4R ag barr: -0.2; N-glyco inh: 0.1; ABCB6 inh 2: 97.0

How did CCn1cc(C(=O)NCc2ccco2)c(=O)c2cc(F)c(N3CCN(C(=O)c4ccco4)CC3)cc21 do in these assays?
Exocytosis inh: 0.9; PDI inh: 1.6; HTR2A ag: -3.4; ABHD5 PLIN5 PPI: 15.8; MC4R antag cAMP: 14.4; Cardio protect: 13.8; MC4R ag barr: -0.6; N-glyco inh: -0.2; ABCB6 inh 2: 108.0

What do the screens show for `CC(=O)N1CCN(c2ccc(NC(=O)COc3ccc(Cl)cc3Cl)cc2)CC1`?
Exocytosis inh: 2.2; PDI inh: 1.7; HTR2A ag: -3.6; ABHD5 PLIN5 PPI: -6.7; MC4R antag cAMP: -1.2; CaV13 ICDI inh: -4.4; Cardio protect: -10.3; MC4R ag barr: -0.1; N-glyco inh: -3.1; ABCB6 inh 2: 93.0

Results for CN(C)Cc1n[nH]c(=O)c2ccccc12 ?
Exocytosis inh: -2.8; PDI inh: -0.1; HTR2A ag: 3.2; ABHD5 PLIN5 PPI: 3.4; MC4R antag cAMP: 1.5; CaV13 ICDI inh: -2.6; Cardio protect: 39.8; MC4R ag barr: 0.4; N-glyco inh: 3.4; ABCB6 inh 2: 99.0

How did Cc1ccc(C(=O)NCc2ccc3c(c2)OCO3)cc1S(=O)(=O)N1CCOCC1 do in these assays?
Exocytosis inh: 10.2; PDI inh: 4.4; HTR2A ag: -17.5; ABHD5 PLIN5 PPI: 2.2; MC4R antag cAMP: 5.1; CaV13 ICDI inh: -4.2; Cardio protect: -0.5; MC4R ag barr: 0.5; N-glyco inh: -0.9; ABCB6 inh 2: 98.0

How did COc1cccc(OC2(C)CCN(Cc3ccc(-c4ccccn4)cc3)C2)c1 (stereo unspecified) do in these assays?
Exocytosis inh: -16.5; PDI inh: 0.8; HTR2A ag: -6.6; ABHD5 PLIN5 PPI: 2.1; MC4R antag cAMP: -4.3; CaV13 ICDI inh: -9.9; Cardio protect: -6.4; MC4R ag barr: 0.5; N-glyco inh: -0.5; ABCB6 inh 2: 94.0

How did COc1ccc(NC(=O)N2CCCC(CNS(=O)(=O)c3cccs3)C2)c(C)c1 (stereo unspecified) do in these assays?
Exocytosis inh: 2.3; PDI inh: -0.5; HTR2A ag: 1.4; ABHD5 PLIN5 PPI: 2.4; MC4R antag cAMP: 8.8; CaV13 ICDI inh: -7.0; Cardio protect: -6.5; MC4R ag barr: 2.4; N-glyco inh: 2.6; ABCB6 inh 2: 101.0

What do the screens show for `Cc1cc(/C=N/NC(=O)c2cccc(N(C)C)c2)c(C)n1-c1cc(C(=O)O)cc(C(=O)O)c1`?
Exocytosis inh: -1.8; PDI inh: 7.9; HTR2A ag: 0.0; ABHD5 PLIN5 PPI: 3.4; MC4R antag cAMP: 1.0; CaV13 ICDI inh: 5.9; Cardio protect: 3.3; MC4R ag barr: -0.7; N-glyco inh: 2.2; ABCB6 inh 2: 105.0

Results for Cc1c(NC(=O)Cn2nc(C(F)(F)F)c3c2CCCC3)c(=O)n(-c2ccccc2)n1C ?
Exocytosis inh: 1.0; PDI inh: -3.9; HTR2A ag: -0.6; ABHD5 PLIN5 PPI: 1.9; MC4R antag cAMP: -4.8; CaV13 ICDI inh: -4.7; Cardio protect: -7.1; MC4R ag barr: -1.3; N-glyco inh: -1.0; ABCB6 inh 2: 103.0

What do the screens show for `O=S(=O)(c1cc(Cl)ccc1Cl)N1CCc2ccccc21`?
Exocytosis inh: -4.8; PDI inh: -0.7; HTR2A ag: -1.8; ABHD5 PLIN5 PPI: -10.8; MC4R antag cAMP: 18.7; CaV13 ICDI inh: 0.4; Cardio protect: -11.7; MC4R ag barr: 3.8; N-glyco inh: -1.4; ABCB6 inh 2: 101.0
